Source: PubChem BioAssay
Epigenetic derep – Quantitative High-Throughput Screen for Regulators of Epigenetic Control. murine LDR cells, GFP reporter derepression, 30 h. Potency, µM (doses to about 53.9 µM), without a hit: top-dose GFP activation, most hits filed as activators. hit rate 0.2% among 280,000. AID 1865, 2009; further: potency means the concentration at half of the fitted maximal effect; % of control where 0% means no effect; nearly all actives have a fitted effect of over 60% in size
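Reporter derepression read as number of fluorescent GFP-positive objects, 20-120 um in size, counted by laser-scanning cytometer. Mouse LDR line with an epigenetically silenced CMV-GFP locus; compound incubation 30 h, 37 C.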
NPSR antagonist – qHTS Assay for Antagonists of the Neuropeptide S Receptor: cAMP Signal Transduction | Q6W5P4 | CHO-NPSR cells, cAMP TR-FRET, antagonist mode | Potency, µM (doses to about 38.3 µM), for the others: at the top dose activity change, negative = inhibition, hits mostly inhibitors | hit rate 1% among 220,000; further: potency means the concentration at half of the fitted maximal effect; on the % scale 0 is the no-effect control and ±100 the full control effect; nearly all actives have a fitted effect of over 50% in size; many of its hits are not listed in these tables
Target sequence (Q6W5P4 whole entry, looked up): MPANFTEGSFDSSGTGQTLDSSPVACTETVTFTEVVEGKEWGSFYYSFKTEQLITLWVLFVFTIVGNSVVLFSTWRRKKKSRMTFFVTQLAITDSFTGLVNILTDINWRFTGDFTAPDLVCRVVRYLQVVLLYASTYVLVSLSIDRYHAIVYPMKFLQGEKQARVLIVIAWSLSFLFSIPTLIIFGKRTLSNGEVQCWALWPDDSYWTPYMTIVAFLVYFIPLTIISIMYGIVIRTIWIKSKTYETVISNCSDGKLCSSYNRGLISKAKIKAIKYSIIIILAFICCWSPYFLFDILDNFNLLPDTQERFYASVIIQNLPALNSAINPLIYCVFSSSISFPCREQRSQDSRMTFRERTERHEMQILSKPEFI
CBFb RUNX1 block – qHTS Assay for Compounds Blocking the Interaction Between CBF-beta and RUNX1 for the Treatment of Acute Myeloid Leukemia | AlphaScreen CBFb-His/RUNX1-biotin binding, biochemical | 230,000 tested, under 10 active | Potency, µM (series often up to 59.8 µM), for inactives: at the top dose activity, negative = inhibition, usual class: inhibitors | Runt-related transcription factor 1 (Homo sapiens) + Core-binding factor subunit beta …; further: % of control where 0% means no effect
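Room-temperature protein-protein interaction test with 30 nM each of His-tagged CBF-beta and biotinylated RUNX1, 15 min with compound, then 90 min with nickel plus streptavidin beads. Signal read in AlphaScreen mode.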
GLA spleen mod – qHTS Assay for Inhibitors and Activators of Human alpha-Galactosidase From Spleen Homogenate | Alpha-galactosidase A (Homo sapiens), P06280 | human spleen homogenate, 4MU-alpha-Gal fluorescence, 40 min | Potency, µM (titrated, usually from 80 µM), without a hit: at the top dose activity change, negative = inhibition, hits mostly inhibitors | hit rate 0.008% among 240,000;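 further: potency means the concentration at half of the fitted maximal effect; 0% = enzyme with vehicle and -100% = no enzyme basal signal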
Target sequence (P06280 32-429 limits assumed): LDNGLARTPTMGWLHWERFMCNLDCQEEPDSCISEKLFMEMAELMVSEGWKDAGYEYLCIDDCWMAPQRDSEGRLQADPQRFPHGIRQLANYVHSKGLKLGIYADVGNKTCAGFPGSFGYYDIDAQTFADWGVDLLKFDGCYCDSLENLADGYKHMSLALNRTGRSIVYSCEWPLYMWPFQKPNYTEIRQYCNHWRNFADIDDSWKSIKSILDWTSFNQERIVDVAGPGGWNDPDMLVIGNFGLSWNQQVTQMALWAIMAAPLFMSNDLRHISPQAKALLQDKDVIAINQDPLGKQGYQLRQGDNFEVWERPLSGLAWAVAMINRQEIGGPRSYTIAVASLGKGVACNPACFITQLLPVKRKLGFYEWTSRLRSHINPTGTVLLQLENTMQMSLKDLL
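Fluorogenic readout (Ex 365/Em 440 nm) of 4-methylumbelliferone released from 1 mM 4-MU-alpha-galactoside by spleen homogenate, 40 min at 37C, pH 5.0. Data normalized to no-enzyme and enzyme controls; Hill-equation AC50 from compound titrations.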
Tau fluor counter – Counterscreen qHTS for Inhibitors of Tau Fibril Formation, Fluorescence Polarization | hit rate 0.93% among 280,000 | AID 1463, 2008 | Potency, µM (top dose mostly 57.7 µM), for inactives: at the highest dose activity change, negative = decrease | tau K18 P301L Alexa594 fluorescence, heparin fibrillization; further: potency means the concentration at half of the fitted maximal effect; on the % scale 0 is the no-effect control and ±100 the full control effect; nearly all actives have a fitted effect of over 55% in size
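Human tau K18 P301L (15 uM unlabeled, 0.24 uM Alexa 594-labeled) in 100 mM sodium acetate pH 7 with 20 uM heparin, 6 hr at 37 C. ThT 30 uM added, 1 hr ambient; Alexa 594 FP and total fluorescence read at 555/632 nm.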
TexasRed fluor – Total Fluorescence Counterscreen for Inhibitors of the Interaction of Thyroid Hormone Receptor and Steroid Receptor Coregulator 2 | hit rate 0.29% among 280,000 | Potency, µM (highest dose often 106 µM), inactives show top-dose fluorescence change, negative = quenching | TRb/SRC2 Texas Red total fluorescence interference; active means well fitted curve in either direction with a large enough effect; inconclusive means small, poorly fitted or top-dose-only effect; further: potency means the concentration at half of the fitted maximal effect; on the % scale 0 is the no-effect control and ±100 the full control effect
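Human TRβ ligand-binding domain (0.6 uM) and Texas Red SRC2 peptide (20 nM) in Tris buffer with 1 uM T3 and 5% DMSO were incubated with pinned compound for 5 hr at ambient temperature. Total fluorescence was computed as S + 2P (555/632 nm).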
TRb-SRC2 inh – qHTS for Inhibitors of the Interaction of Thyroid Hormone Receptor and Steroid Receptor Coregulator 2; TRbeta-SRC2 peptide binding, fluorescence polarization; receptor liganded with 1 µM T3; Potency, µM (series often up to 106 µM), for the others: at the top dose activity change, negative = inhibition, hits mostly inhibitors; hit rate 0.065% among 280,000;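 further: potency means the concentration at half of the fitted maximal effect; plate controls were bound peptide for no effect and peptide without receptor for full effect; nearly all actives have a fitted effect of over 50% in size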
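Each compound concentration gave % activity, normalized to unbound and bound Texas Red SRC2 controls, from polarization read after 5 hr ambient incubation with T3-loaded human TRb LBD.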
Tau fibril FP – qHTS for Inhibitors of Tau Fibril Formation, Fluorescence Polarization. Potency, µM (top dose mostly 57.7 µM), inactives show at the top dose activity, negative = inhibition, hits mostly inhibitors. hit rate 0.39% among 280,000. K18 P301L tau heparin fibrillization, Alexa594 FP, 6 h. AID 1468, 2008. Microtubule-associated protein tau (Homo sapiens), P10636; further: potency means the concentration at half of the fitted maximal effect; on the % scale 0 is the no-effect control and ±100 the full control effect; nearly all actives have a fitted effect of over 55% in size
Target sequence (P10636 561-689 P618L limits assumed): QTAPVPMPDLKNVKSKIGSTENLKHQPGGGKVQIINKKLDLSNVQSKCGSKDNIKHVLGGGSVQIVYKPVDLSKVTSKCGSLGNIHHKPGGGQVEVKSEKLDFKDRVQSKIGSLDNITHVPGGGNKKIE
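Recombinant K18 P301L […], labeled with Alexa 594 at 0.24 uM over 15 uM unlabeled; heparin inducer 20 uM final; 37 C, 6 hr; FP endpoint.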
* marks the source's active call; other numbers are inactive results; ? = inconclusive; · = not tested or not shown; & = joins results of further samples; [ ] = remark or other dose. Unless noted, the call rests on the fitted dose curve; in most records, active means well fitted curve in the direction sought with a large enough effect; inconclusive means small, poorly fitted or top-dose-only effect, or another doubt; inactive means no such curve, though single readings can be large; an effect the other way counts as inactive or inconclusive.

Compound,Epigenetic derep,GLA spleen mod,Tau fluor counter,CBFb RUNX1 block,Tau fibril FP,TexasRed fluor,NPSR antagonist,TRb-SRC2 inh
COC(=O)[C@@H]1C[C@@]2(O)[C@@H](O)[C@@H](O)[C@@H](O)C[C@H]2N1C/C=C/c1ccccc1,-1.4%&-2.1%,5%&-5%,-17%&9%,0%&11%,-9%&4%,-1%&3%,13%,-5%&7%
O=C(N/N=C/c1ccc([N+](=O)[O-])cc1)c1cccs1,-0.2%,2%,?,0%,12%,-1%,-5%,-7%
NC(=O)CC(NC(=O)Cc1ccc(Br)cc1)c1ccc(N2CCN(c3ccc(F)cc3)CC2)c([N+](=O)[O-])c1 (stereo unspecified),0.5%,0%,?,-25%,-1%,-2%,-27%,1%
COc1ccc(/C(O)=C(\C#N)c2nc3ccccc3n2C)cc1OC,-0.7%,10%,-4%,-5%,-3%,-3%,-14%[46.1 µM],-9%
Cn1cc(C(=O)c2cccc(Cl)c2Cl)cc1C(=O)O,-1.3%,0%,-5%,2%,-2%,-1%,0%[46.1 µM],6%
Cc1cc(C)cc(NS(=O)(=O)c2ccc3[nH]cc(C(=O)N4CCCCCC4)c(=O)c3c2)c1,-1.3%,·,-14%,·,-6%,-1%,·,-2%
CC(=O)c1c(C)[nH]c(C(=O)NC(C)c2ccccc2)c1C (stereo unspecified),0.0%,-13%,-9%,1%,-5%,2%,2%,2%
Cc1ccc(C(=O)OCC(=O)Nc2ccc3c(c2)OCO3)o1,-0.8%,8%,-1%,-8%,10%,-1%,-3%[46.1 µM],7%
Clc1ccc2c(c1)C(C1=NCCN1)c1ccccc1CS2 (stereo unspecified),1.1%,-4%,1%,4%,1%,-1%,6%,-4%
COc1ccc(N/C=C(/C(C)=O)c2ccccc2)cc1,0.0%,1%,-13%,6%,-3%,-5%,-13%[46.1 µM],9%
O=S(=O)(Cc1ccccc1)N1CCn2c(nc3ccccc32)C1,1.9%,-3%,-4%,0%,4%,-3%,-8%[46.1 µM],-4%
Cc1ccc(-c2nc(-c3cccnc3)no2)cc1,0.7%,-2%,-3%,16%,3%,1%,?,8%
Cc1ccc(-c2nnc(SCC(=O)Nc3ccc(N4CCOCC4)cc3)o2)cc1,-0.9%,11%,-23%,3%,-4%,-1%,0%[46.1 µM],-4%
CC(=O)N1CCc2cc(Br)cc(S(=O)(=O)N3CCC(C)CC3)c21,-3.2%,·,-17%,·,-6%,-4%,·,1%
Cc1onc(-c2c(Cl)cccc2Cl)c1C(=O)ONC(=O)c1ccccc1,-2.9%,-6%,-6%,7%,-1%,-2%,16%,-2%
CCN1CCCC1CNC(=O)C(=O)NCc1ccccc1 (stereo unspecified),-0.1%,3%,-4%,5%,-1%,0%,9%,3%
COc1ccc(CCn2c(=O)[nH]c3cc(C(=O)NCCN4CCOCC4)ccc3c2=O)cc1OC,1.5%,11%,2%,6%,5%,0%,-12%[46.1 µM],7%
COCCC(=O)N1CCCC(C(=O)c2ccc(Oc3ccccc3)cc2)C1 (stereo unspecified),-1.0%,-12%,-12%,12%,-1%,-3%,13%,2%
Cc1ccccc1Nc1c(-c2cccs2)nc2cccc(C)n12,2.0%,·,-25%,·,-11%,-3%,·,5%
N#Cc1cnn2c(N)c(-c3ccc(Cl)cc3)cnc12,4.5%,3%,-8%,11%,-8%,-4%,-13%,0%
COc1ccccc1NC(=O)C1(c2ccccc2)CCCC1,1.1%,-7%,-7%,-4%,7%,2%,-60%,1%
Cc1nc2c(C(=O)NCCc3ccc(Cl)cc3)c[nH]n2c(=O)c1Cc1ccccc1F,-1.8%,·,-29%,·,-11%,-4%,·,-5%
O=C(N/N=C/c1ccccc1OC(=O)N1CCOCC1)c1cccs1,-0.6%,4%,-2%,0%,-1%,-1%,-2%,0%
COc1ccc(CSc2nnc(Cc3sc(-c4ccccc4)nc3-c3ccccc3)o2)cc1,-0.2%,3%,-26%,9%,-9%,2%,-21%[46.1 µM],-1%
CCOC(=O)N1CCN(Cc2nc(N)nc(Nc3ccc(C)cc3C)n2)CC1,1.1%,-4%,0%,-24%,-5%,-3%,1%,0%
O=C(Oc1cccc(Nc2ncnc3ccccc23)c1)c1cccnc1,2.1%,-2%,-14%,2%,6%,-4%,5%,5%
COc1ccc(NC(=O)CSc2nnc(C3CCCCC3)n2-c2ccccc2)cc1,1.0%,-2%,-18%,-12%,-3%,-2%,-18%[46.1 µM],-3%
Cc1occc1-c1nnc(SCC(=O)NC(C)(C)C)n1C(C)c1ccccc1 (stereo unspecified),-1.0%,8%,2%,1%,-1%,1%,-13%[46.1 µM],-20%
COc1ccc(NC(=O)CSc2nccn2C)c([N+](=O)[O-])c1,2.8%,-4%,-12%,4%,-8%,-2%,15%,-7%
C=CCOc1ccc2ccccc2c1CNCCCN1CCOCC1,-1.1%,11%,-2%,-1%,-5%,0%,12%[46.1 µM],-3%
COC(=O)c1[nH]c(C)c(/C(O)=C2\C(=O)C(=O)N(CCCN3CCOCC3)C2c2ccccn2)c1C (stereo unspecified),-1.0%,10%,-22%,-10%,-9%,1%,-8%[46.1 µM],-2%
CCn1c(SCC(=O)N2CCCC(C)C2)nnc1-c1ccc(S(=O)(=O)N2CCN(C)CC2)cc1 (stereo unspecified),-0.7%,-6%,-1%,-1%,4%,-4%,-8%[46.1 µM],2%
N#C/C(=C/c1ccc(N2CCCCC2)o1)c1cccc(F)c1,6.3µM*,9%,?,-4%,?,8%,10µM*,-5%
Cc1cc(NC2CCCCC2)nc(N2CCOCC2)n1,-1.0%,-6%,1%,1%,-2%,2%,-10%[46.1 µM],-3%
Cc1ccccc1C(=O)Nc1ccc(C(=O)N/N=C/c2ccncc2)cc1,11%,3%,-10%,-14%,2%,-1%,7%,9%
CC(C)Oc1ccc(C(=O)NCCc2csc(-c3cccc(F)c3)n2)cc1,-0.9%,·,-28%,·,2%,-18%,·,7%
O=C1CCCCC1C(Nc1ccc(Br)cc1)c1ccccc1 (stereo unspecified),0.0%,-14%,?,3%,4%,-5%,?,11%
CC(C)(C)NC(=O)CN1C(=O)/C(=C/c2ccccc2)SC1=S,-1.2%,-12%,-4%,-6%,-9%,-2%,3%,-2%
COc1ccc(NC(=O)N2c3ccccc3CC2C)cc1OC (stereo unspecified),1.1%,-4%,-4%,5%,10%,-1%,-9%[46.1 µM],-4%
Cc1cccc(OCCn2c(CCCO)nc3ccccc32)c1,0.0%,-5%,2%,8%,-1%,-2%,?,-1%
Cc1nn(-c2ccccn2)c(N)c1N=O,0.5%,0%,-20%,2%,1%,0%,-58%,1%
O=C(Nc1ccc2[nH]ccc2c1)c1cccs1,0.0%,-14%,-22%,4%,16%,-7%,8%,-3%
COc1ccc(NC(=S)Nc2cccc(Cl)c2)cc1OC,3.4%,-3%,?,-5%,-1%,1%,1%,-5%
CCCCS(=O)(=O)c1oc(-c2ccc(F)cc2)nc1S(=O)(=O)c1ccc(C)cc1,?,·,-18%,·,-8%,-18%,·,-3%
COC(=O)c1cc(OC)c(OC)cc1NC(=O)CCC1CCCC1,0.9%,-2%,-6%,20%,8%,-1%,-12%[46.1 µM],-9%
CCOC(=O)N1CCC(NC(=O)c2csc3c2CCCC3)CC1,0.0%,4%,-5%,1%,9%,-7%,-16%[46.1 µM],11%
COc1ccccc1-c1nn2c(-c3ccccc3Cl)nnc2s1,-1.1%,-1%,0%,-5%,-1%,-2%,-3%[46.1 µM],-6%
CC1CCN(c2nc3c(S(=O)(=O)c4ccccc4)nnn3c3ccsc23)CC1,0.7%,·,-4%,·,4%,-3%,·,-3%

In another format: results already given.
Value order – Epigenetic derep | GLA spleen mod | Tau fluor counter | CBFb RUNX1 block | Tau fibril FP | TexasRed fluor | NPSR antagonist | TRb-SRC2 inh
> CCN1CCCC1CNC(=O)C(=O)NCc1ccccc1 (stereo unspecified)
    -0.1% | 3% | -4% | 5% | -1% | 0% | 9% | 3%
> COc1ccc(NC(=S)Nc2cccc(Cl)c2)cc1OC
    3.4% | -3% | ? | -5% | -1% | 1% | 1% | -5%
> Cc1occc1-c1nnc(SCC(=O)NC(C)(C)C)n1C(C)c1ccccc1 (stereo unspecified)
    -1.0% | 8% | 2% | 1% | -1% | 1% | -13%[46.1 µM] | -20%
> Cc1ccc(-c2nc(-c3cccnc3)no2)cc1
    0.7% | -2% | -3% | 16% | 3% | 1% | ? | 8%
> CCOC(=O)N1CCN(Cc2nc(N)nc(Nc3ccc(C)cc3C)n2)CC1
    1.1% | -4% | 0% | -24% | -5% | -3% | 1% | 0%
> O=C(Oc1cccc(Nc2ncnc3ccccc23)c1)c1cccnc1
    2.1% | -2% | -14% | 2% | 6% | -4% | 5% | 5%

This is a subset; rates above refer to the full screens.
